High-throughput results deposited in PubChem BioAssay by several laboratories.
NFkB transloc pot – enhances IL-1B driven NFkB nuclear translocation | HUVEC IL-1B NFkB p65 nuclear translocation imaging | activation, % at 2 µM | actives 0.3% (n = 94,000) | AID 819;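 active means activation above 40%, about the mean plus 3 SD, also judged a hit on visual image review; inconclusive means activation above 40% but not a hit on visual review; inactive means activation not above 40% and no visual hit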;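 further: percent activation is computed from the nuclear over cytoplasmic p65 intensity ratio; values of inactives mirror those of a sister screen read the other way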
MRP reversal – compounds reversing MRP-mediated drug resistance | differential viability (reversal), % at 10 µM | actives 0.04% (n = 85,000) | AID 602 | H69AR cells + 2 uM doxorubicin, CellTiter-Glo, 72 h;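 active means viability drop by adding the cancer drug above about 55%, with treated viability meeting a 40% cutoff, limit read from the data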;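 further: viability without doxorubicin minus viability with 2 µM doxorubicin for each compound; larger differential means the compound sensitizes cells more to doxorubicin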
IL1B NFkB inh – blocks IL-1B driven NFkB nuclear translocation in HUVEC cells; actives 0.43% (n = 94,000); AID 796; HUVEC IL-1B NFkB p65 nuclear translocation imaging; inhibition, % at 2 µM;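 active means inhibition above about 30% together with a positive call from visual inspection of the well image, limit read from the data; inconclusive means inhibition above a set limit but visual check negative; inactive means inhibition not above a set limit, visual check negative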;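 further: nuclear over cytoplasmic p65 intensity ratio measured by imaging; 0% = IL-1B stimulated DMSO wells and 100% = unstimulated DMSO wells; values of inactives mirror those of a sister screen read the other way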
PLAP inhibitors HTS – inhibition of human placental alkaline phosphatase – biochemical, luminescence, HTS (AID 690) | purified PLAP, luminescent substrate; higher % means a stronger effect | inhibition, % at 20 µM, or IC50 in µM where a hit was titrated | actives 0.08% (n = 96,000); in the data active means a potency from the dose series; inactive means the rest, 99 in 100 with inhibition below about 30%; further: strong numbers were not always called active
Bcl-B displacement – displacers of TR3 peptide from Bcl-B, primary screen, selectivity assay for Bfl-1 inhibitor project, biochemical, fluorescence polarization; FP displacement of FITC-TR3 peptide from Bcl-B; higher % means a stronger effect; actives 0.11% (n = 96,000); one-dose displacement, % at 20 µM; IC50 in µM for titrated hits; AID 748;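 active means displacement above 50% at 20 µM plus a fluorescence interference ratio under 1.5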;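 further: plate controls were wells without compound for no effect and wells lacking Bcl-B protein for full effect; a part of the inactive calls stands beside numbers as strong as those of hits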
MRP reversal cytotoxicity – recorded beside MRP reversal, whose call it bears; viability, %; H69AR cells, CellTiter-Glo, 72 h; measured here: cytotoxicity without doxorubicin
MRP reversal with doxorubicin – recorded beside MRP reversal, whose call it bears; viability, %; measured here: viability with 2 uM doxorubicin; stronger effect = lower value
IL1B NFkB inh cell count 2 µM – recorded beside IL1B NFkB inh, whose call it bears; cell count; measured here: cells passing quality filter;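 raw number of nuclei counted in each imaged well without normalization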
NFkB transloc pot cell count 2 µM – recorded beside NFkB transloc pot, whose call it bears; cell count; measured here: cells passing quality filter
An asterisk follows results filed as active; ? = inconclusive; nt = no result given. An excerpt; count on the stated rates, not on these rows.

Structure	NFkB transloc pot	NFkB transloc pot cell count 2 µM	MRP reversal	MRP reversal cytotoxicity	MRP reversal with doxorubicin	IL1B NFkB inh	IL1B NFkB inh cell count 2 µM	PLAP inhibitors HTS	Bcl-B displacement
CCCn1c(Cc2ccccc2)n[nH]c1=S	21.4	58	3.8	85.8	82.0	-21.4	58	12.2%	-10.3%
COc1cccc(-c2cc(C(=O)N3CCCCCC3)no2)c1	-0.4	51	-5.1	94.7	99.7	0.4	51	-54.3%	-3.4%
CSc1cccc(NC(=O)CN(c2ccc(C)cc2C)S(C)(=O)=O)c1	1.5	59	-4.7	88.9	93.6	-1.5	59	-9.0%	12.9%
Cc1cc(C)c(C)c(OCCCCn2cnc3ccccc3c2=O)c1	-8.7	126	nt	nt	nt	8.7	126	4.4%	-0.3%
Cc1onc(-c2ccccc2)c1C(=O)NCc1ccco1	-0.8	102	7.5	90.7	83.3	0.8	102	-10.5%	5.4%
COc1cc(-c2nc3cnccn3c2Nc2c(C)cccc2C)ccc1O	20.6	68	-4.6	60.0	64.7	-20.6	68	-1.7%	3.2%
Cc1cccc(NC(=O)c2cc(S(=O)(=O)c3ccccc3)ccc2Cl)c1	-5.8	170	nt	nt	nt	5.8	170	-48.0%	-3.0%
O=C(Nc1ccccc1N1CCCCC1)c1ccc(F)cc1	-19.8	43	1.2	90.3	89.2	19.8	43	16.2%	0.4%
CC(C)C(=O)Nc1nnn(C)n1	-2.1	66	3.7	91.7	88.0	2.1	66	9.5%	1.2%
Fc1cccc(-c2cc3nc4c(c(N5CCOCC5)n3n2)CCCC4)c1	nt	nt	3.6	63.2	59.6	nt	nt	-69.0%	-1.7%
CC(C)C1=C2CCCCC2NC(=O)N1 (stereo not drawn)	-6.3	138	-5.5	95.7	101.2	6.3	138	6.8%	-15.1%
O=C(Cn1nnc(-c2ccc(S(=O)(=O)N3CCCC3)cc2)n1)Nc1ccccc1-n1cccc1	-9.5	104	21.4	94.8	73.5	9.5	104	14.3%	-3.0%

Three entries already listed, sorted by SMILES length, lowest first.
Structure	NFkB transloc pot	NFkB transloc pot cell count 2 µM	MRP reversal	MRP reversal cytotoxicity	MRP reversal with doxorubicin	IL1B NFkB inh	IL1B NFkB inh cell count 2 µM	PLAP inhibitors HTS	Bcl-B displacement
CC(C)C1=C2CCCCC2NC(=O)N1 (stereo not drawn)	-6.3	138	-5.5	95.7	101.2	6.3	138	6.8%	-15.1%
Fc1cccc(-c2cc3nc4c(c(N5CCOCC5)n3n2)CCCC4)c1	nt	nt	3.6	63.2	59.6	nt	nt	-69.0%	-1.7%
O=C(Cn1nnc(-c2ccc(S(=O)(=O)N3CCCC3)cc2)n1)Nc1ccccc1-n1cccc1	-9.5	104	21.4	94.8	73.5	9.5	104	14.3%	-3.0%

The listing continues:
Structure	NFkB transloc pot	NFkB transloc pot cell count 2 µM	MRP reversal	MRP reversal cytotoxicity	MRP reversal with doxorubicin	IL1B NFkB inh	IL1B NFkB inh cell count 2 µM	PLAP inhibitors HTS	Bcl-B displacement
CN1C(=O)N(C)C2(c3ccccc3)NC(=O)NC12c1ccccc1 (stereo not drawn)	4.9	220	12.3	98.7	86.4	-4.9	220	-9.9%	2.7%
COc1ccc2nc(NC(=O)c3cnccn3)sc2c1	18.8	106	-12.8	54.2	67.0	-18.8	106	-42.3%	0.0%
COc1cc(OC)nc(Oc2ccccc2C(=O)Oc2ccc(C)cc2)n1	10.0	178	nt	nt	nt	-10.0	178	1.3%	0.1%
CCOc1ccc2c(c1)sc1nc(C(=O)OC)cc(=O)n12	-7.1	157	10.3	95.7	85.4	7.1	157	nt	nt
O=C(Cc1c(F)cccc1Cl)NCC1CCCO1 (stereo not drawn)	2.6	99	-3.7	95.5	99.2	-2.6	99	-50.2%	-7.0%
CN1CCN(C(=O)c2cc3c(ccc4ccccc43)oc2=O)CC1	-4.6	190	32.4	132.5	100.1	4.6	190	-15.2%	22.1%
Cn1cc([N+](=O)[O-])c(C(=O)Nc2nc(-c3ccc(Cl)cc3)cs2)n1	-77.3	120	nt	nt	nt	77.3*	120*	1.8%	0.6%
CCOc1ccccc1OCCCOc1ccc(C)cc1Br	13.7	151	nt	nt	nt	-13.7	151	4.3%	-20.5%
CN1C(=O)COc2ccc(C(=O)c3oc4ccccc4c3-c3cnc4c(c3)COc3ccccc3-4)cc21	19.9	104	1.0	85.2	84.1	-19.9	104	nt	nt
Cc1occc1C(=O)Nc1cccc(C(=O)NCc2ccccc2)c1	-3.7	129	-1.4	77.7	79.1	3.7	129	3.3%	-2.7%
O=C(CCCN1C(=O)c2ccccc2C1=O)NC1CCCCCC1	-7.0	151	6.6	97.2	90.6	7.0	151	-4.1%	4.9%
CN1CCN(c2ccc(S(=O)(=O)N3CCCCC3)cn2)CC1	23.7	146	-0.2	105.8	106.0	-23.7	146	11.9%	-3.0%
CCCc1cc(=O)n2[nH]c(C)nc2n1	-15.1	87	-0.3	88.4	88.7	15.1	87	-13.8%	-6.4%
O=C(CN1C(=O)CCSc2ccccc21)Nc1ccccc1	nt	nt	-13.3	96.9	110.2	nt	nt	-2.2%	-5.0%
O=C(CSCSCC(=O)NCC1CCCO1)NCC1CCCO1 (stereo not drawn)	-11.5	109	9.2	95.9	86.7	11.5	109	-17.9%	1.3%
CCCCNCCCOc1cccc(Cl)c1	nt	nt	nt	nt	nt	nt	nt	5.9%	-4.7%
O=C(C1CC(c2ccc(F)cc2)=NO1)N1CCCc2ccccc21 (stereo not drawn)	23.3	145	5.2	102.6	97.4	-23.3	145	25.8%	2.4%
COc1cc(Br)c(C(C)NC(=O)c2ccccc2)cc1OC (stereo not drawn)	-34.8	54	nt	nt	nt	?	nt	-4.9%	-11.4%
COCCn1c(-c2ccsc2)nc2c1c(=O)[nH]c(=O)n2CC(C)C	9.1	162	nt	nt	nt	-9.1	162	-16.5%	3.6%
Cc1nn(Cc2c(F)c(F)c(F)c(F)c2F)c(C)c1NC(=O)c1ccc(COc2cc(Cl)ccc2Cl)cc1	17.1	189	nt	nt	nt	-17.1	189	13.4%	-5.3%
CCCn1nc(NS(C)(=O)=O)c2cc3cccc(C)c3nc21	21.2	152	1.8	95.4	93.6	-21.2	152	-28.0%	-0.1%
COc1cccc(C(CC(=O)NCCN2CCOCC2)NS(=O)(=O)c2ccc(C)cc2)c1OC (stereo not drawn)	2.0	160	5.9	102.0	96.0	-2.0	160	-18.1%	0.0%
CC(C)NC(=O)NC(=O)COC(=O)c1ccccc1Oc1ccccc1	20.6	155	nt	nt	nt	-20.6	155	14.1%	-3.4%
COc1ccc2c(c1)c(C(=O)OCCN(C)C)c(C)n2C	9.0	206	-11.4	98.9	110.3	-9.0	206	-13.0%	-1.9%
CCOC(=O)N1CCN(S(=O)(=O)c2ccc(OCC(=O)OC)c(Cl)c2)CC1	4.9	146	-0.8	95.4	96.2	-4.9	146	-13.6%	6.5%
Cc1cc(C)n(C(=O)CN2C(=O)CCC2=O)n1	nt	nt	-0.3	91.5	91.7	nt	nt	6.1%	-4.0%
CCN(CC)C(=O)C1CC(c2ccc(OC)cc2)=NO1 (stereo not drawn)	-5.1	161	12.6	92.5	79.9	5.1	161	4.6%	-1.0%
COc1ccc(-c2nc3nc(C)cc(C)n3n2)cc1	13.2	128	0.2	85.7	85.5	-13.2	128	10.1%	-2.9%
COCCCNC(=O)CC(NS(=O)(=O)c1ccc(C)cc1)c1ccc(OC)cc1 (stereo not drawn)	nt	nt	4.5	104.1	99.6	nt	nt	-37.9%	17.2%
CC(C)COC(=O)NCCOC(=O)Nc1cccc(Cl)c1	-1.1	72	3.9	89.1	85.2	1.1	72	25.0%	1.6%
O=C(NC1CCCC1)C(c1ccc(F)cc1)N(Cc1ccc(F)cc1)C(=O)c1ccn[nH]1 (stereo not drawn)	0.1	174	nt	nt	nt	-0.1	174	-203.5%	5.3%
c1ccc(C2=Nc3ccccc3OC2)cc1	2.5	184	5.6	83.3	77.7	-2.5	184	-9.6%	-6.7%
COc1ccc(-c2csc(N(CC3CCCO3)C(=O)c3cccs3)n2)cc1 (stereo not drawn)	3.8	181	-16.0	76.4	92.4	-3.8	181	-35.0%	-25.7%
CC1(C)CC(C)(O)P(=O)(c2ccccc2)O1 (stereo not drawn)	nt	nt	nt	nt	nt	nt	nt	2.3%	1.6%
CC(C)C[C@H](NC(=O)NC(C)C)C(=O)O	25.6	122	0.4	89.7	89.2	-25.6	122	6.3%	-3.0%
CCS(=O)(=O)N1CCN(C(=O)c2ccccc2)CC1	-3.8	118	13.2	101.4	88.2	3.8	118	16.6%	-0.8%
C=CCn1c(C)cc(-c2csc(N)n2)c1C	16.2	153	nt	nt	nt	-16.2	153	8.9%	5.5%
c1cc2c3c(cccc3c1)C(N1CCCCC1)=N2	-0.9	102	16.6	85.4	68.8	0.9	102	19.7%	36.2%
COc1ccc(S(=O)(=O)N(C)CC(=O)Nc2ccccc2C(F)(F)F)cc1Cl	-6.0	172	3.3	92.0	88.7	6.0	172	-6.0%	-2.4%
Cc1cc2nc(-c3cccnc3SCC(=O)NCc3ccco3)[nH]c2cc1C	-5.6	181	-7.4	44.7	52.1	5.6	181	nt	-7.7%
FC(F)(F)c1nnc2c(Sc3ccc(Cl)cc3)nc3ccccc3n12	2.0	158	nt	nt	nt	-2.0	158	1.3%	-4.2%
O=C1NC(=O)/C(=C/c2ccccc2Oc2ccc(Cl)cc2)S1	0.1	106	nt	nt	nt	-0.1	106	-31.7%	13.7%
COCC(=O)NC(c1ccccc1)c1ccccc1	7.8	115	10.5	101.4	90.8	-7.8	115	8.0%	-6.9%
Cc1nc2c(C(=O)NCc3ccccc3)c[nH]n2c(=O)c1Cl	-7.4	174	nt	nt	nt	7.4	174	-30.0%	0.5%
CCc1nnc(SCC(=O)NC2CCCC2)nc1CC	30.3	166	13.2	87.1	73.8	-30.3	166	22.9%	12.7%
O=C(OCc1ccccc1)c1ccc2c(c1)-c1ccccc1C2=O	4.6	111	nt	nt	nt	-4.6	111	-14.8%	8.8%
CCSc1nc(N)c(C#N)c(-c2ccccc2Cl)c1C#N	-6.5	53	-23.8	37.2	61.0	6.5	53	17.2%	-13.0%
COc1ccc(C2(O)CCN(Cc3nnnn3Cc3ccc(C)cc3)CC2)cc1	18.8	100	-6.2	81.8	88.0	-18.8	100	-54.2%	-7.2%
Cc1ccc(OCc2nnc(NC(=O)OCC(C)C)s2)cc1	-20.6	185	9.3	101.6	92.3	20.6	185	-33.0%	-7.1%
Cc1ccc(O)c(NC(=O)C2CC(c3c(F)cccc3Cl)=NO2)c1 (stereo not drawn)	-17.2	172	-13.3	48.6	61.9	17.2	172	-35.3%	-3.7%
O=C(Nc1cccc2c1CCCC2)c1cc([N+](=O)[O-])ccc1Cl	12.8	163	nt	nt	nt	-12.8	163	15.4%	4.5%
CC(C)CCn1c(=O)c2ccccc2n2c(CN3C(=O)NC4(CCC(C)CC4)C3=O)nnc12 (stereo not drawn)	18.3	141	-8.1	95.3	103.4	-18.3	141	-57.7%	-12.3%
O=c1c2[nH]c3ccccc3c2ncn1CCCn1ccnc1	-5.5	181	4.8	91.3	86.5	5.5	181	12.1%	0.0%
Cc1csc2nc(CSc3nc4ccccc4o3)cn12	4.2	83	22.3	100.1	77.7	-4.2	83	6.3%	14.0%
COc1ccc(NC(=O)NCc2ccccn2)cc1OC	12.5	128	5.0	91.8	86.7	-12.5	128	nt	nt
CCCC(=O)Nc1cccc(-c2nc3cc(C)c(C)cc3o2)c1	-7.9	109	-4.6	13.9	18.5	7.9	109	16.7%	-1.8%
C(=N\N1CCN(C2c3ccccc3-c3ccccc32)CC1)/c1ccncc1	-1.0	70	nt	nt	nt	1.0	70	-16.1%	-4.0%
